High-throughput results (PubChem BioAssay)
M1AAP inhibition – P. falciparum M1AAP inhibitors, biochemical, fluorogenic H-Leu-NHMec substrate, 1536-well (AID 1445) | recombinant M1AAP, H-Leu-NHMec fluorogenic kinetic assay; higher % means a stronger effect | inhibition, % at 30 µM; hits with a dose series show IC50 in µM | 220,000 compounds, 0.42% hits;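 active = primary inhibition above the hit cutoff, then over 50% inhibition at one or more dose response concentrations, cut at about 23% in these data, passing the limit was not always enough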;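 note: plate controls were DMSO full reaction for no effect and no enzyme background for full effect; strong numbers were not always called active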
XIAP antagonists – small molecules displacing peptide from XIAP – biochemical, IAP family, fluorescence polarization (AID 1018); XIAP BIR domain, fluorescence polarization peptide displacement; higher % means a stronger effect; 200,000 compounds, 0.007% hits; displacement, % at 20 µM; hits with a dose series show IC50 in µM; in the data active = displacement above about 50%; note: a part of the inactive calls stands beside numbers as strong as those of hits
human PMI inhibition – MPI enzyme activity inhibition – biochemical, fluorescence intensity, coupled assay, primary screen (AID 1209) | inhibition, % at 20 µM, or IC50 in µM where a hit was titrated | purified PMI enzyme, coupled fluorescence intensity; higher % means a stronger effect | 190,000 compounds, 0.42% hits;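 note: plate controls were DMSO vehicle for no effect and wells lacking substrate for full effect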
Myeloid diff 2 – compounds promoting myeloid differentiation | AID 624256 | ER-HoxA9 myeloid progenitors, lysozyme-GFP differentiation, flow cytometry | calls only at 10 µM | 360,000 compounds, 1% hits;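 active = normalized GFP-positive differentiation at or above the plate's own cutoff, the solvent-only control mean plus 3 SD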;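 note: cells exposed to compound for four days before flow analysis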
PMI inhibition – human PMI inhibitors, high substrate, primary screen, biochemical, fluorescence intensity, high mannose 6-phosphate (AID 1220); recombinant PMI enzyme, coupled fluorescence intensity; higher % means a stronger effect; 190,000 compounds, 0.66% hits; inhibition, % at 20 µM, or IC50 in µM where a hit was titrated
LYP phosphatase – PTPN22 lymphoid phosphatase activity blockers – biochemical, fluorescence intensity, uHTS (AID 1779) | recombinant LYP phosphatase, fluorescence intensity; higher % means a stronger effect | inhibition, % at 11.5 µM, or IC50 in µM where a hit was titrated | 290,000 compounds, 0.054% hits;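 note: plate controls were vehicle with enzyme for no effect and no enzyme for full effect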
TNAP activation fold – human TNAP enzyme activators, primary screen, biochemical, luminescent, no phosphate acceptor, uHTS (AID 1001). 200,000 compounds, 0.03% hits. purified TNAP, luminescent activation assay, no phosphate acceptor; higher activation fold means a stronger effect. activation fold at 20 µM; hits with a dose series show EC50 in µM; in the data active = activation fold from about 3, or a potency from the dose series; inactive = the rest, 99 in 100 with activation fold below about 1.6; note: many of its hits are not listed in these tables
ER stress rescue – protection against thapsigargin-triggered cell killing – 384-well, CSM14.1, ATP luminescence, primary screen (AID 1222). cellular ATP content (survival), % at 20 µM, or EC50 in µM where a hit was titrated. CSM14.1 thapsigargin-induced death rescue, ATP luminescence; higher % means a stronger effect. 190,000 tested, under 10 active;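 active = EC50 below 50 µM in the dose-response confirmation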;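 note: death triggered by thapsigargin at about 15 µM added after 2 h compound pretreatment; cell ATP read after overnight thapsigargin exposure of roughly 18 to 22 hours; normalized against plate controls of thapsigargin alone and 5% DMSO vehicle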
P. falciparum M17LAP – P. falciparum M17LAP inhibitors, primary screen, biochemical, fluorogenic H-Leu-NHMec substrate, 1536-well (AID 1619); recombinant M17LAP, H-Leu-NHMec fluorogenic kinetic assay; higher % means a stronger effect; one-dose inhibition, % at 30 µM; IC50 in µM for titrated hits; 220,000 compounds, 0.38% hits;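 active = compound inhibiting the enzyme by more than half at any dose during confirmatory dose-response retesting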;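 note: plate controls were full reaction with DMSO carrier for no effect and no enzyme background for full effect; strong numbers were not always called active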
Myeloid diff 2 GFP+ MAC1+ % – further read-out of Myeloid diff 2, marked with its call; GFP+ MAC1+ double positive, %; measured here: differentiation confirmed by MAC1 staining
Numbers without * were called inactive; i = inactive; . = no result given. Cut-off read from the data, not from the text of the source, unless noted: active = inhibition above about 50%; inactive = the rest.

molecule	M1AAP inhibition	XIAP antagonists	human PMI inhibition	Myeloid diff 2	Myeloid diff 2 GFP+ MAC1+ %	PMI inhibition	LYP phosphatase	TNAP activation fold	ER stress rescue	P. falciparum M17LAP
CCCc1cc(=O)[nH]c(SCc2ccc(F)cc2)n1	2.8%	.	.	i	0.3	.	1.5%	.	.	7.6%
CCCCCCC1C(C#N)=C(N)OC2=C1C(=O)CCC2 (stereo not drawn)	10.7%	-7.9%	10.2%	i	1.5	8.8%	-1.2%	1	-2.9%	-6.0%
CCCNC(=O)c1cc(C)no1	10.1%	1.9%	1.8%	i	0.8	-4.0%	-4.0%	1.1	-0.8%	9.0%
Cc1ccc(N=C2NC(=O)c3cccc([N+](=O)[O-])c32)cc1	1.0%	-8.7%	15.7%	i	0.1	11.5%	-2.9%	0.9	-2.3%	6.0%
COc1cccc(-c2nnc(SCC(N)=O)n2-c2ccc(Cl)cc2)c1	11.8%	-6.1%	4.0%	i	4.8	4.1%	3.2%	1	-2.1%	-0.3%
O=C(N1CCCCC1)N1CCN(C(=O)N(c2ccccc2)c2ccccc2)CC1	-5.2%	-2.7%	8.4%	i	2.8	7.4%	-5.3%	1.1	-0.2%	-7.5%
CCn1c(=O)cc(SCC(=O)Nc2ccc(OC)c(OC)c2)c2ccccc21	3.0%	-1.3%	-0.3%	i	0.6	-0.4%	-8.4%	1.2	1.6%	2.2%
CCCC(=O)Nc1ccc(C(=O)NCCc2ccc(F)cc2)cc1	31.0%	-2.6%	16.6%	i	0.3	8.4%	0.5%	1.3	-1.5%	11.9%
O=C1C2=C(c3ccccc31)[N+](=O)C1CCCCC1N2[O-] (stereo not drawn)	10.0%	-18.4%	14.1%	i	0.6	49.7%	-11.3%	1	-0.5%	4.4%
COC(=O)C1=C(C)NC2=C(C(=O)CC(c3cccs3)C2)C1c1ccsc1 (stereo not drawn)	8.4%	-3.9%	-5.8%	i	0.9	0.8%	-9.5%	1.1	0.0%	4.7%
O=C(CCC(=O)N1CCN(c2ccccc2)CC1)Nc1nnc(C2CCCCC2)s1	2.0%	.	.	i	0.2	.	-0.8%	.	.	-0.3%
Cc1c(Br)c(-c2n[nH]c(=S)n2Cc2ccco2)nn1C	-0.2%	-4.4%	-8.6%	i	0.0	-10.8%	-8.5%	0.9	1.3%	-1.3%
CCCCn1c(C(C)NC(=O)c2cccs2)nc2ccccc21 (stereo not drawn)	1.4%	-10.5%	13.4%	i	0.4	9.5%	-0.6%	1	-2.2%	-2.9%
COc1ccccc1CNC(=O)COC(=O)c1ccc(Cl)c(N)c1	-0.9%	0.5%	2.5%	i	1.1	3.6%	-0.5%	1	0.0%	17.6%
O=C(COc1ccc2c(c1)OCO2)Nc1ccccc1F	1.9%	-5.0%	1.0%	i	0.1	1.1%	4.3%	1.1	-0.8%	-0.2%
Cc1cc(/C=C2\SC(=S)NC2=O)c(C)n1-c1cccc(O)c1	20.5%	.	.	i	0.5	.	4.8%	.	.	3.3%
COc1ccc(NC(=O)N2CCn3c2nc2ccccc23)cc1	4.1%	-5.0%	3.8%	i	2.8	-1.5%	-1.9%	1	1.8%	12.2%
Cc1ccc(-c2noc(CSc3nnc(-c4ccncc4)n3-c3ccc(C)cc3)n2)cc1	4.9%	-4.1%	1.1%	i	0.8	1.6%	13.5%	1	7.3%	11.4%
CC(C)n1c(SCC(=O)Nc2ccc3c(c2)OCO3)nc2c1c(=O)n(C)c(=O)n2C	8.4%	-1.9%	-16.1%	i	6.3	7.9%	-4.8%	1	1.0%	23.5%
CSc1ccc(N=Nc2c(C)[nH]n(C)c2=O)cc1	13.4%	.	.	i	1.2	.	-0.8%	.	.	9.5%

One compound at a time, from the list above. Order of values: M1AAP inhibition	XIAP antagonists	human PMI inhibition	Myeloid diff 2	Myeloid diff 2 GFP+ MAC1+ %	PMI inhibition	LYP phosphatase	TNAP activation fold	ER stress rescue	P. falciparum M17LAP
Shown for CCCC(=O)Nc1ccc(C(=O)NCCc2ccc(F)cc2)cc1 → 31.0%	-2.6%	16.6%	i	0.3	8.4%	0.5%	1.3	-1.5%	11.9%
Shown for CSc1ccc(N=Nc2c(C)[nH]n(C)c2=O)cc1 → 13.4%	.	.	i	1.2	.	-0.8%	.	.	9.5%
Shown for Cc1ccc(N=C2NC(=O)c3cccc([N+](=O)[O-])c32)cc1 → 1.0%	-8.7%	15.7%	i	0.1	11.5%	-2.9%	0.9	-2.3%	6.0%

(list continues)
molecule	M1AAP inhibition	XIAP antagonists	human PMI inhibition	Myeloid diff 2	Myeloid diff 2 GFP+ MAC1+ %	PMI inhibition	LYP phosphatase	TNAP activation fold	ER stress rescue	P. falciparum M17LAP
CCOC(=O)CSc1n[nH]c(NC(C)=O)n1	-1.9%	3.4%	3.6%	i	0.3	1.7%	-5.2%	1.1	-1.3%	-0.9%
CC(=O)N(C)Cc1ccc(C(=O)CCl)cc1	4.6%	5.5%	-31.2%	i	0.7	-20.9%	4.6%	1.1	.	4.2%
CC(=O)Nc1ccc(NC(=O)CN(c2ccccc2Cl)S(C)(=O)=O)cc1	3.8%	-5.0%	0.2%	i	1.5	-2.8%	-4.3%	1.1	-2.8%	4.9%
O=C(CN1C(=O)C2CC=CCC2C1=O)Nc1ccc(S(=O)(=O)N2CCOCC2)cc1 (stereo not drawn)	2.2%	-6.3%	-9.4%	i	0.3	-2.6%	-4.6%	1.1	.	-3.5%
CC(C)C(=O)N(Cc1ccc(F)cc1)Cc1nc2ccccc2c(=O)[nH]1	12.4%	-1.7%	4.6%	i	0.2	4.6%	-11.1%	1.1	1.6%	11.8%
O=C1CCCC(c2ccccc2)N1 (stereo not drawn)	2.5%	-0.8%	-7.5%	i	0.9	-9.2%	-5.7%	1.1	0.6%	2.9%
COc1cc(/C=N/Nc2nc3ccccc3[nH]2)cc(Br)c1OCC(=O)N(C)C	8.5%	-2.5%	-5.0%	i	0.6	-6.1%	5.3%	1.2	-1.0%	13.0%
COc1ccc(S(=O)(=O)N(CC(=O)N2CCOCC2)Cc2ccccc2)cc1C	1.8%	-2.6%	-8.8%	i	3.2	-7.1%	-10.6%	1.1	-1.6%	-13.2%
Nc1cc(N)nc(SCc2cc(=O)oc3cc4c(cc23)CCC4)n1	7.9%	-4.6%	10.4%	i	0.8	11.5%	0.8%	1.1	-1.9%	11.9%
Cc1ccc(-n2c(C)cc(C=C(C#N)C#N)c2C)cc1	0.2%	-4.0%	-2.9%	i	1.0	-5.3%	-0.7%	1.1	0.0%	-4.8%
CC12CN(NC(=O)c3ccc(Cl)cc3)C3(C#N)CC1CCC23C (stereo not drawn)	-2.5%	1.4%	4.0%	i	0.1	0.6%	-4.0%	1.9	-0.3%	-5.2%
CCOc1ccc(C)cc1S(=O)(=O)N1CCCCC1	-0.2%	-1.6%	3.9%	i	2.0	-0.9%	-4.7%	1.1	-2.0%	1.1%
S=C1Nc2cc(Cl)ccc2Sc2ccccc21	4.5%	0.0%	11.9%	i	0.3	-1.2%	3.7%	1.1	-0.7%	5.2%
O=C(Cc1cccs1)Nc1ccc(C(=O)O)cc1	1.5%	-4.6%	8.2%	i	0.8	11.7%	-12.8%	1.1	-1.3%	3.9%
O=C(CC(NC(=O)OCc1ccccc1)C(=O)O)OCc1ccccc1 (stereo not drawn)	6.9%	-4.3%	-6.5%	i	0.7	5.5%	-4.7%	1.1	-0.3%	-9.3%
CC(C)(C)C(=O)CN1CCN(S(=O)(=O)c2ccc(F)cc2)CC1	4.3%	0.9%	8.5%	i	0.3	-7.6%	-2.2%	1	-1.8%	-2.7%
CCOC(=O)COc1ncn(-c2ccccc2)n1	-2.0%	-4.8%	-2.9%	i	1.2	-5.0%	-8.0%	1.2	1.0%	13.9µM*
CCC1CCC(C(=O)NNC(=O)OC)CC1 (stereo not drawn)	-1.1%	-6.8%	0.2%	i	0.4	2.5%	0.5%	1.1	-0.7%	-4.5%
CCCSC1=C(C#N)C(c2ccc(O)c(OC)c2)CC(=O)N1 (stereo not drawn)	2.6%	0.0%	10.9%	i	2.0	42.3%	-4.9%	1.2	2.9%	-6.9%
Cc1nn(C2CCS(=O)(=O)C2)c(Cl)c1/C=C/C(=O)OCC(=O)c1c[nH]c2ccccc12 (stereo not drawn)	-3.4%	-2.1%	9.7%	i	0.4	18.1%	-5.3%	1	1.0%	-15.4%
CCOC(=O)c1c(-c2ccc(OC)cc2)csc1NC(=O)CNCc1ccco1	7.3%	-1.4%	8.9%	i	1.5	3.2%	1.8%	1	-0.7%	5.7%
COc1ccc(C2c3sc(=O)[nH]c3SC3C4CCC(C4)C23)cc1OC (stereo not drawn)	3.5%	-5.6%	10.2%	i	0.7	10.3%	9.5%	1.2	0.9%	13.2%
O=C(COc1ccccc1)Nc1sc2c(c1C(=O)NCc1cccnc1)CCCC2	-0.2%	-4.6%	5.3%	.	.	10.1%	-3.4%	1.1	-3.3%	-6.8%
CCOC(=O)NC(=O)COC(=O)CCCSc1nc2ccccc2s1	-1.9%	-2.5%	-8.5%	i	0.7	-2.6%	2.0%	1.1	-1.0%	-3.4%
Cc1cc(Cl)ccc1NC(=S)NC(C)(C)C	1.0%	2.3%	-3.8%	i	0.4	-2.0%	3.5%	1	-1.7%	-0.2%
O=C(NCc1ccco1)C(=O)c1cn(CC(=O)N2CCCCC2)c2ccccc12	7.4%	1.1%	-9.9%	i	0.5	14.0%	-2.6%	1.1	1.2%	8.4%
Cc1ccc(N(C)S(=O)(=O)c2cccc(C(=O)Oc3ccc4c(C)cc(=O)oc4c3)c2)cc1	12.0%	-2.3%	11.3%	i	0.3	16.0%	-29.8%	1.1	-0.8%	i
CCOC(=O)C1CCN(C(=S)Nc2ccc(CC)cc2)CC1	-0.3%	-2.5%	-1.5%	i	0.6	-2.9%	-5.9%	1.1	-0.4%	5.8%
O=C(Cn1nnc(N2CCCCC2)n1)c1ccc(Cl)c(Cl)c1	2.1%	.	.	i	0.6	.	-9.4%	.	.	-0.6%
CCOC(=O)c1sc(=NC(=O)c2ccccc2)n(C)c1C	7.7%	-4.1%	-2.1%	i	0.9	-1.6%	-6.9%	1	-3.0%	18.3%
